Source: PubChem (National Center for Advancing Translational Sciences (NCATS))
Tau ThT inhib = qHTS for Inhibitors of Tau Fibril Formation, Thioflavin T Binding; recombinant tau K18 P301L, heparin-induced fibrillization, ThT fluorescence; Potency, µM (highest dose often 57.4 µM), for inactives: at the top dose activity, negative = inhibition, usual class: inhibitors; hit rate 2.1% among 270,000; Microtubule-associated protein tau (Homo sapiens), P10636; further: on the % scale 0 is the no-effect control and ±100 the full control effect; nearly all actives have a fitted effect of over 55% in size
Target sequence (P10636 561-689 P618L limits assumed): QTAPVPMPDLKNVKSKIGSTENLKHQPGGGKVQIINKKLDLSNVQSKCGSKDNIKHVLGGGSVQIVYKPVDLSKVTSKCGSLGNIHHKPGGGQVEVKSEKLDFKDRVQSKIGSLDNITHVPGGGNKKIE
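Aggregation was driven by heparin (20 uM final) acting on recombinant tau […] bearing P301L in 100 mM sodium acetate pH 7; fibrils were detected with Thioflavin T.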
GAA spleen mod = qHTS Assay for Inhibitors and Activators of Human alpha-Glucosidase From Spleen Homogenate. human spleen homogenate, 4-MU-alpha-glucoside fluorescence. hit rate 0.006% among 240,000. Potency, µM (titrated, usually from 79.9 µM), for inactives: at the top dose activity change, negative = inhibition, hits mostly inhibitors;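 further: 0% = enzyme with vehicle and -100% = no enzyme basal signal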
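AC50 values come from Hill-equation fits of concentration-response data, normalized to no-enzyme and full-activity controls. Enzyme source: 1 ug human spleen homogenate; 1 mM fluorogenic 4-MU glucoside, pH 5.0 citrate buffer, 37 C, 40 min.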
Tau fluor cs = Counterscreen qHTS for Inhibitors of Tau Fibril Formation, Fluorescence Polarization; tau K18 P301L Alexa594 fluorescence, heparin fibrillization; Potency, µM (highest dose often 57.7 µM), without a hit: at the top dose activity change, negative = decrease; hit rate 0.93% among 280,000; AID 1463, 2008; further: on the % scale 0 is the no-effect control and ±100 the full control effect; nearly all actives have a fitted effect of over 55% in size
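Human tau K18 P301L (15 uM unlabeled, 0.24 uM Alexa 594-labeled) in 100 mM sodium acetate pH 7 with 20 uM heparin, 6 hr at 37 C. ThT 30 uM added, 1 hr ambient; Alexa 594 FP and total fluorescence read at 555/632 nm.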
Tau fibril FP = qHTS for Inhibitors of Tau Fibril Formation, Fluorescence Polarization; Microtubule-associated protein tau (Homo sapiens), P10636; K18 P301L tau heparin fibrillization, Alexa594 FP, 6 h; Potency, µM (series often up to 57.7 µM), for the others: at the top dose activity, negative = inhibition, actives largely listed as inhibitors; hit rate 0.39% among 280,000; further: on the % scale 0 is the no-effect control and ±100 the full control effect; nearly all actives have a fitted effect of over 55% in size
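Read-out: fluorescence polarization of Alexa 594-labeled tau (0.24 uM), 555 nm excitation, 632 nm emission. Mixtures held 15 uM unlabeled K18 P301L, compound and 20 uM heparin, pH 7 acetate buffer, incubated 6 hr at 37 C.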
GAA inh = qHTS Assay for Inhibitors of Human alpha-Glucosidase as a Potential Chaperone Treatment of Pompe Disease; Lysosomal alpha-glucosidase (Homo sapiens), P10253; purified human GAA, 4-MU-alpha-glucoside fluorescence; Potency, µM (doses to about 76.9 µM), for the others: top-dose activity change, negative = inhibition, actives largely listed as inhibitors; hit rate 0.005% among 200,000; AID 1466, 2008;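 further: plate controls were uninhibited enzyme wells for no effect and no-enzyme background for full effect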
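Endpoint fluorogenic read: 20 min room-temperature reaction of 4 nM human alpha-glucosidase with 400 uM 4-methylumbelliferyl-alpha-D-pyranoside, pH 5.0, quenched with 1M NaOH/1M glycine pH 10. AC50 from Hill modeling.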
HTT cytoprotect = qHTS Multiplex Assay to Identify Dual Action Probes in a Cell Model of Huntington: Cytoprotection (ATP); AID 1471, 2008; PC12 HTT-Q103 induced, cytoprotection, ATP luminescence, 40 h; hit rate 0.14% among 230,000; Potency, µM (top dose mostly 56.4 µM), inactives show cytoprotection (ATP increase), hits mostly activators;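 further: % of control where 0% means no effect; nearly all actives have a fitted effect of over 45% in size; toxic huntingtin expression switched on by the ecdysone agonist tebufenozide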
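Compounds were screened for protection of PC12 cells against cell death after tebufenozide induction (100 nM final) of mutant Huntingtin exon 1 (Q103) fused to GFP.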
GAA glycogen mod = qHTS Assay for Inhibitors and Activators of Human alpha-Glucosidase Cleavage of Glycogen. recombinant GAA, glycogen substrate, Amplex Red glucose oxidase fluorescence. AID 2100, 2009. hit rate 0.38% among 300,000. Potency, µM (doses to about 76.4 µM), for the others: at the top dose activity change, negative = inhibition, actives largely listed as inhibitors;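 further: 0% = full enzyme reaction and -100% = no-enzyme basal signal; the screen sought inhibitors and activators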
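Recombinant human enzyme (4 nM); glycogen substrate; 37 C, 40 min, pH 5.0. Readout: coupled glucose oxidase/Amplex Red fluorescence.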
GLA spleen mod = qHTS Assay for Inhibitors and Activators of Human alpha-Galactosidase From Spleen Homogenate. hit rate 0.008% among 240,000. Potency, µM (highest dose often 80 µM), for inactives: at the highest dose activity change, negative = inhibition, most hits filed as inhibitors. human spleen homogenate, 4MU-alpha-Gal fluorescence, 40 min. Alpha-galactosidase A (Homo sapiens), P06280;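 further: 0% = enzyme with vehicle and -100% = no enzyme basal signal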
Target sequence (P06280 32-429 limits assumed): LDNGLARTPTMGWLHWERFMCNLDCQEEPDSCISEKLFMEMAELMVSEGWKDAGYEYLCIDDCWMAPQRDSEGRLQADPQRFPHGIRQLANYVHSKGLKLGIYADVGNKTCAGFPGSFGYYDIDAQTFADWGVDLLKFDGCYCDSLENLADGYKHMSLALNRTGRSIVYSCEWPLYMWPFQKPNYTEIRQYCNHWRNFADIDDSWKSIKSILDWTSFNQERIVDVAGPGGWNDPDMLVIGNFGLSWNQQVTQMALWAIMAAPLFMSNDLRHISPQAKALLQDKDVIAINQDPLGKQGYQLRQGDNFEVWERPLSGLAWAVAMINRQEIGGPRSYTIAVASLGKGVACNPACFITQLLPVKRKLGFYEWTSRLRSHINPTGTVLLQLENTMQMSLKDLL
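Human spleen homogenate (1 ug) was the enzyme source, with 4-methylumbelliferyl-alpha-D-galactopyranoside (1 mM final) in pH 5.0 citrate buffer with 0.01% Tween-20. Compounds were titrated; after 40 min at 37C, NaOH/glycine stop, 4-MU fluorescence read; AC50 from Hill fits.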
The depositor's hits bear a star; ? = inconclusive; . = not tested or not shown; [ ] = dose if it differs, or a comment. The call rests on the fitted dose curve; in most records, active means well fitted curve in the direction sought with a large enough effect; inconclusive means small, poorly fitted or top-dose-only effect, or another doubt; inactive means no such curve, though single readings can be large; an effect the other way counts as inactive or inconclusive. Potency means the concentration at half of the fitted maximal effect.

1	CC1=CS/C(=C(/C#N)C(=O)NCc2ccco2)N1c1ccccc1
2	O=C1CC(c2ccco2)CC(O)=C1C=Nc1cc(Cl)ccc1Cl (stereo unspecified)
3	NNc1nc(-c2ccccc2Cl)nc2sc3c(c12)CCCC3
4	O=C(NCCN1CCOCC1)c1ccc(Cl)cc1[N+](=O)[O-]
5	O=C(Nc1nccs1)c1cccc(S(=O)(=O)N2CCCCC2)c1
6	Cc1ccc[n+](CC(=O)Nc2cc(C(F)(F)F)ccc2N2CCOCC2)c1
7	CCCNS(=O)(=O)c1cc(Br)cc2c1N(C(=O)CC)CC2
8	COc1ccc(-c2noc(-c3ccccc3C(=O)Nc3cccc(OC)c3)n2)cc1
Screen / compound no.	1	2	3	4	5	6	7	8
Tau ThT inhib	-11%	22µM*	?	-6%	-7%	-4%	2%	-6%
GAA spleen mod	3%	-2%	8%	-20%	-2%	2%	-6%	-2%
Tau fluor cs	-3%	-18%	-23%	-4%	-12%	1%	4%	?
Tau fibril FP	-4%	?	5%	-7%	-12%	3%	-2%	?
GAA inh	-4%	5%	4%	2%	?	-1%	0%	-7%
HTT cytoprotect	-10%	-33%[10 µM]	26%[10 µM]	-25%	-3%	-20%[10 µM]	3%	-8%[0.074 µM]
GAA glycogen mod	-13%	0%	?	5%	-5%	-2%	5%	0%
GLA spleen mod	9%	1%	0%	0%	2%	-4%	5%	-5%

Limited to GLA spleen mod and Tau fibril FP (three entries from above):
item	molecule	GLA spleen mod	Tau fibril FP
4	O=C(NCCN1CCOCC1)c1ccc(Cl)cc1[N+](=O)[O-]	0%	-7%
6	Cc1ccc[n+](CC(=O)Nc2cc(C(F)(F)F)ccc2N2CCOCC2)c1	-4%	3%
1	CC1=CS/C(=C(/C#N)C(=O)NCc2ccco2)N1c1ccccc1	9%	-4%

The list continues.
9	Cc1cccc(C)c1N1C(=O)[C@@H]2C(c3ccccc3Cl)=NO[C@@H]2C1=O
10	CC(C)Cn1c(N)c(C(=O)COC(=O)CN2C(=O)C3CC=CCC3C2=O)c(=O)n(C)c1=O (stereo unspecified)
11	COc1ccc(CCNC(=O)CSc2ccsc2[N+](=O)[O-])c(OC)c1
12	CCOC(=O)c1c(C)[nH]c(C)c1C(=O)CSc1nc(N)cc(N)n1
13	CCc1ccc(-c2nc(CCl)cs2)cc1
14	CCOC(=O)C(Cc1c(F)cccc1F)(NC(C)=O)C(=O)OCC
15	COc1ccc(/C=C(\C#N)C(=O)NCC2CCCO2)cc1OC (stereo unspecified)
16	Cc1ccccc1OCCSc1nc2ccc(NC(=O)c3ccccc3)cc2s1
Screen / compound no.	9	10	11	12	13	14	15	16
Tau ThT inhib	-13%	-1%	-19%	-6%	-17%	-2%	-6%	-2%
GAA spleen mod	0%	1%	-3%	-7%	2%	3%	7%	.
Tau fluor cs	-19%	1%	-16%	0%	-4%	1%	4%	?
Tau fibril FP	-8%	-10%	-6%	5%	-6%	1%	-7%	11µM*
GAA inh	.	-9%	-6%	-2%	?	-4%	-1%	.
HTT cytoprotect	16%[10 µM]	-26%	16%[10 µM]	-6%	-5%[10 µM]	3%	11%	.
GAA glycogen mod	-4%	6%	-4%	2%	-3%	3%	1%	-4%[76.3 µM]
GLA spleen mod	1%	1%	1%	-14%	5%	-20%	1%	.

17	CCOc1ccc(-c2[nH]ncc2-c2ccc(OC)c(OC)c2)c(O)c1
18	CCC1S/C(=N/N=C/c2cccs2)NC1=O (stereo unspecified)
19	O=C1C2CCC(C2)[C@@H]2CCCCN12 (stereo partly specified)
20	Cc1ccc(NC(=S)NNC(=S)NC2CCCCC2)cc1
21	CCCc1cc(=O)[nH]c(SCc2ccccc2)n1
22	Cc1nn(C)cc1/C=N/NC(=O)C1(O)c2ccccc2-c2ccccc21
23	Oc1cccc(/C=N/N2CCN(C3c4ccccc4-c4ccccc43)CC2)c1
24	COc1ccc(C(CC(=O)O)NC(=O)c2ccco2)cc1OC (stereo unspecified)
Screen / compound no.	17	18	19	20	21	22	23	24
Tau ThT inhib	9%	-16%	-4%[126 µM]	?	13%	-3%	?	-4%
GAA spleen mod	2%	-3%	12%[181 µM]	0%	-3%	-2%	0%	-4%
Tau fluor cs	1%	-6%	-5%[126 µM]	-15%	14%	-4%	?	3%
Tau fibril FP	1%	2%	-5%[126 µM]	4%	13%	3%	?	1%
GAA inh	-2%	-12%	.	0%	-4%	-2%	4%[15.4 µM]	-1%
HTT cytoprotect	5%	-6%	-6%[96.6 µM]	-27%	-1%	3%[10 µM]	-5%[10 µM]	12%
GAA glycogen mod	-5%	-8%	.	?	8%	-8%	-23%	8%
GLA spleen mod	-7%	2%	9%[181 µM]	1%	13%	0%	-3%	-3%

25	CCCc1cc(=O)oc2cc(OCC(=O)N3CCc4ccccc43)ccc12
26	O=C(NCc1ccco1)c1nc(-c2ccccc2)n(-c2ccccc2)n1
27	Cc1cccc(N2CCN(C(=O)c3ccc4c(Cl)c5c(nc4c3)CCCC5)CC2C)c1 (stereo unspecified)
28	CSc1nc2ncc3c(n2n1)CC(C)(C)CC3=O
29	COc1cc(/C=C/C(=O)c2ccc(C)cc2)ccc1OCC#N
30	Cc1cc(-c2csc(NC(=O)c3ccc(C#N)cc3)n2)c(C)n1Cc1ccccc1
31	Cc1cc([N+](=O)[O-])nn1CC(=O)NCCc1c[nH]c2ccccc12
32	CCCCCCn1c(CN2CCN(C)CC2)nc2c1c(=O)n(C)c(=O)n2C
Screen / compound no.	25	26	27	28	29	30	31	32
Tau ThT inhib	?	-1%	?	-3%	?	?	3%	2%
GAA spleen mod	-1%	-15%	.	2%	-1%	-6%	.	9%
Tau fluor cs	-13%	2%	-15%	-3%	-11%	?	3%	-1%
Tau fibril FP	-7%	0%	-1%	1%	0%	5%	7%	6%
GAA inh	8%	3%	.	5%	-9%	-3%	-2%	3%
HTT cytoprotect	-29%	-11%	.	-35%[inhibitor][1.9 µM]	-13%[10 µM]	-18%[10 µM]	-20%	-12%
GAA glycogen mod	-5%	4%	15%[76.3 µM]	25%	-7%	7%	4%	?
GLA spleen mod	4%	-6%	.	-7%	-1%	-2%	5%	7%

33	CN(C)C(CNC(=O)c1cccs1)c1cccnc1 (stereo unspecified)
34	COc1cc(NC(=O)C2CCN(S(=O)(=O)c3cnc[nH]3)CC2)cc(OC)c1OC
35	CC(=O)/C(=N/Nc1cccc(C)c1)N1CCOCC1
36	N#CC1=C(N)NC(=S)C(C(N)=O)C1c1ccc([N+](=O)[O-])cc1 (stereo unspecified)
37	CNC(=S)N1CCC(NC(=O)C(Cc2ccc(F)cc2)NC(C)=O)CC1 (stereo unspecified)
38	CCOC(=O)c1c(C)n(C)c2cc(-c3cccc(C(F)(F)F)c3)c(O)cc12
39	O=[N+]([O-])c1cccnc1N1CCCCC1
40	O=C(CN(Cc1ccc(F)cc1)S(=O)(=O)c1ccc(S(=O)(=O)N2CCOCC2)cc1)Nc1ccccc1
Screen / compound no.	33	34	35	36	37	38	39	40
Tau ThT inhib	1%	-1%	-25%	?	6%	-1%	-3%	7%
GAA spleen mod	5%	-2%	-2%	-1%	-6%	-12%	-4%	-2%
Tau fluor cs	5%	-4%	-15%	-6%	12%	-9%	6%	0%
Tau fibril FP	3%	-1%	-2%	?	10%	1%	-5%	-5%
GAA inh	1%	4%	0%	-10%	-1%	-6%	4%	3%
HTT cytoprotect	-2%	13%	-6%	-39%	4%[10 µM]	19%[10 µM]	?	14%[10 µM]
GAA glycogen mod	-1%	4%	18µM*	?	-14%	-6%	-2%	11%
GLA spleen mod	0%	-3%	-1%	10%	0%	-7%	-15%	-5%

41	Cc1ccc(NC(=O)COC(=O)CN2C(=O)COc3ccccc32)cc1
42	OCC1CCN(Cc2cn(Cc3ccccc3)nc2-c2cc3ccccc3o2)CC1
43	NS(=O)(=O)c1ccc(CNC(=O)/C=C/c2c(F)cccc2Cl)cc1
44	Cc1ccc2[nH]c(=O)c(CN(Cc3cccs3)Cc3nnnn3Cc3ccccc3)cc2c1
45	CCO[C@@H]1OC(C(=O)NCc2nc3ccccc3[nH]2)=C[C@H](C)[C@H]1CCCO
46	CC(C)CC(=O)NC(=S)Nc1cccc(NC(=O)c2ccccc2)c1
47	O=C(NCCCN1CCCC1=O)c1cc(NS(=O)(=O)c2ccc(F)cc2)cc(NS(=O)(=O)c2ccc(F)cc2)c1
48	COc1ccc(OC)c2c1C(=O)c1ccccc1C2=O
Screen / compound no.	41	42	43	44	45	46	47	48
Tau ThT inhib	-10%	-21%	-4%	-1%	2%	-6%	-1%	35µM*
GAA spleen mod	0%	-3%	-4%	-6%	-3%	-4%	-9%	-10%
Tau fluor cs	-9%	-23%	1%	-13%	2%	-22%	-8%	-26%
Tau fibril FP	-10%	-11%	-2%	4%	9%	-3%	2%	?
GAA inh	-1%	-26%[15.4 µM]	8%	-13%	.	0%	?	-1%
HTT cytoprotect	-15%	-57%[inhibitor]	.	-68%[inhibitor]	3%[10 µM]	23%[10 µM]	-19%	1%
GAA glycogen mod	-4%	2%	8%	3%	-11%	-5%	-1%	-5%
GLA spleen mod	1%	4%	-10%	-7%	5%	-9%	-9%	-4%
